aGlu spleen mod = qHTS Assay for Inhibitors and Activators of Human alpha-Glucosidase From Spleen Homogenate; 0.006% of 240,000 active; AID 2112, 2009; human spleen homogenate, 4-MU-alpha-glucoside fluorescence; Potency, µM (titrated, usually from 79.9 µM), inactives show at the highest dose activity change, negative = inhibition, actives largely listed as inhibitors; Lysosomal alpha-glucosidase (Homo sapiens), P10253;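 further: 0% = enzyme with vehicle and -100% = no enzyme basal signal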
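AC50 values come from Hill-equation fits of concentration-response data, normalized to no-enzyme and full-activity controls. Enzyme source: 1 ug human spleen homogenate; 1 mM fluorogenic 4-MU glucoside, pH 5.0 citrate buffer, 37 C, 40 min.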
aGal spleen mod = qHTS Assay for Inhibitors and Activators of Human alpha-Galactosidase From Spleen Homogenate. Potency, µM (highest dose often 80 µM), for the others: at the highest dose activity change, negative = inhibition, most hits filed as inhibitors. 0.008% of 240,000 active. human spleen homogenate, 4MU-alpha-Gal fluorescence, 40 min. AID 2107, 2009;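 further: 0% = enzyme with vehicle and -100% = no enzyme basal signal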
Target sequence (P06280 32-429 limits assumed): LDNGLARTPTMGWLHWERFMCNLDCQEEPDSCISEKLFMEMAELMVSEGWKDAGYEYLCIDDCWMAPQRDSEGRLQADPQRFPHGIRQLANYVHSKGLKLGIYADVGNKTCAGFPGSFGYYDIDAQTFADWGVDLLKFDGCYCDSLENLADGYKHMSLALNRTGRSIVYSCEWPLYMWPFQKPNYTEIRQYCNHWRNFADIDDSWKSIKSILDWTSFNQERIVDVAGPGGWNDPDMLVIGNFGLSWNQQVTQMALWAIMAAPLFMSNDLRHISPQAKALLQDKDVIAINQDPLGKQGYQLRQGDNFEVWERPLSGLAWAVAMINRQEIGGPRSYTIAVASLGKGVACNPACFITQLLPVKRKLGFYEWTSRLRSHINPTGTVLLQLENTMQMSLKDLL
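Spleen homogenate 1 ug + cpd (titration) + 4-MU-alpha-D-galactopyranoside 1 mM; 37C 40 min; 50 mM citrate/phosphate pH 5.0, 0.01% Tween-20; stop pH 10; fluorescence 365/440; AC50 via Hill.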
An asterisk follows results filed as active; ? = inconclusive; & = joins results of further samples. The call rests on the fitted dose curve; in most records, active means well fitted curve in the direction sought with a large enough effect; inconclusive means small, poorly fitted or top-dose-only effect, or another doubt; inactive means no such curve, though single readings can be large; an effect the other way counts as inactive or inconclusive. Potency means the concentration at half of the fitted maximal effect.

C=C1CCN(C(Cc2ccccc2)C(=O)NCc2ccc(Cl)c(Cl)c2)S(=O)(=O)c2ccccc21 (stereo not drawn)
- aGlu spleen mod: 0%
- aGal spleen mod: -1%
NC(N)=NCCC[C@H](N)C(=O)N1CCC[C@H]1C(=O)N1CCC[C@H]1C(=O)NCC(=O)N[C@@H](Cc1ccccc1)C(=O)N[C@@H](CO)C(=O)N1CCC[C@H]1C(=O)N[C@@H](Cc1ccccc1)C(=O)O
- aGlu spleen mod: -1%
- aGal spleen mod: 2%
CC[C@H](C)[C@H](NC(=O)[C@H](CCCNC(=N)N)NC(=O)[C@H](CCCNC(=N)N)NC(=O)[C@H](CC(C)C)NC(=O)[C@H](Cc1ccccc1)NC(=O)CNC(=O)CNC(=O)[C@@H](N)Cc1ccc(O)cc1)C(=O)N[C@@H](CCCNC(=N)N)C(=O)N1CCC[C@H]1C(=O)N[C@@H](CCCCN)C(=O)N[C@@H](CC(C)C)C(=O)N[C@@H](CCCCN)C(=O)N[C@@H](Cc1c[nH]c2ccccc12)C(=O)N[C@@H](CC(=O)O)C(=O)N[C@@H](CC(N)=O)C(=O)N[C@@H](CCC(N)=O)C(=O)O
- aGlu spleen mod: -10%
- aGal spleen mod: -4%
CCCCCCCCCCCCCCCCOC[C@H](COP(=O)([O-])OCC[N+](C)(C)C)OC(=O)CCCCCCCC(=O)O
- aGlu spleen mod: -7%
- aGal spleen mod: -11%
CC1C(=O)N(S(=O)(=O)c2ccc([N+](=O)[O-])cc2)[C@H]1c1ccc2ccccc2c1 (stereo partly drawn)
- aGlu spleen mod: -3%
- aGal spleen mod: 7%
O=C1OC2(c3cc(I)c(O)c(I)c3Oc3c2cc(I)c(O)c3I)c2c(Cl)c(Cl)c(Cl)c(Cl)c21
- aGlu spleen mod: 1%
- aGal spleen mod: 8%
CC(C)(CCCCCCCCCCC(C)(C)CC(=O)O)CC(=O)O
- aGlu spleen mod: -5%
- aGal spleen mod: 0%
CC(=O)c1ccc(C2CC34CN(Cc5cccc(Cl)c5)S(=O)(=O)C3CC2O4)cc1 (stereo not drawn)
- aGlu spleen mod: -8%
- aGal spleen mod: -1%
CC[C@H](C)[C@H](NC(=O)[C@H](CCC(=O)O)NC(=O)[C@H](C)NC(=O)[C@@H](NC(=O)[C@H](Cc1cnc[nH]1)NC(=O)[C@@H](NC(=O)[C@H](CCC(=O)O)NC(=O)[C@H](C)NC(=O)[C@@H](NC(=O)[C@H](CC(C)C)NC(=O)[C@H](Cc1cnc[nH]1)NC(=O)[C@H](Cc1cnc[nH]1)NC(=O)[C@H](CC(C)C)NC(=O)[C@H](Cc1c[nH]c2ccccc12)NC(=O)[C@H](Cc1ccccc1)NC(=O)[C@H](CCCNC(=N)N)NC(=O)[C@H](CCCNC(=N)N)NC(=O)[C@H](CCCNC(=N)N)NC(=O)[C@H](CC(C)C)NC(=O)[C@H](CC(=O)O)NC(=O)[C@H](CCC(N)=O)NC(=O)[C@@H](NC(=O)[C@H](CO)NC(=O)[C@H](CCCCN)NC(=O)CNC(=O)[C@H](CCCCN)NC(=O)[C@H](CC(=O)O)NC(=O)[C@H](Cc1cnc[nH]1)NC(=O)[C@H](CC(C)C)NC(=O)[C@H](CC(C)C)NC(=O)[C@H](CCC(N)=O)NC(=O)[C@@H](NC(=O)[C@H](CCC(=O)O)NC(=O)[C@H](CO)NC(=O)[C@@H](NC(=O)[C@H](C)N)C(C)C)[C@@H](C)CC)[C@@H](C)CC)[C@@H](C)CC)[C@@H](C)CC)[C@@H](C)O)C(=O)O
- aGlu spleen mod: -4%
- aGal spleen mod: -11%
OC[C@@H]1OC(O)[C@H](O)[C@H](O)[C@H]1O (stereo partly drawn)
- aGlu spleen mod: 9%
- aGal spleen mod: 3%
CCC1Cc2cc(O)ccc2C2=C1c1ccc(O)cc1CC2CC (stereo not drawn)
- aGlu spleen mod: ?
- aGal spleen mod: ?
COc1ccc(-c2cc(C3C4C=CCCC4(C)C(=O)N3Cc3ccccc3)ccc2F)cc1 (stereo not drawn)
- aGlu spleen mod: -6%
- aGal spleen mod: 14%
COc1ccc(-c2ccc(C3C4C=CCCC4(C)C(=O)N3Cc3ccccc3)c(F)c2)cc1OC (stereo not drawn)
- aGlu spleen mod: -3%
- aGal spleen mod: 1%
O=C1NN(C(=O)Nc2ccc(Br)cc2)C(c2ccccc2)C1c1ccccc1 (stereo not drawn)
- aGlu spleen mod: 4%
- aGal spleen mod: -3%
CCOc1ccccc1-c1nnc2n1N=C(c1cc(OC)cc(OC)c1)CS2
- aGlu spleen mod: 2%
- aGal spleen mod: 17%
CCOc1ccccc1-c1nnc2n1N=C(c1ccc(OC)cc1)CS2
- aGlu spleen mod: -4%
- aGal spleen mod: 4%
CC(C)C[C@H](NC(=O)[C@H](CC(C)C)NC(=O)[C@H](Cc1ccccc1)NC(=O)[C@@H](N)CO)C(=O)N[C@@H](CCCNC(=N)N)C(=O)N[C@@H](CC(N)=O)C(=O)N1CCC[C@H]1C(=O)N[C@@H](CC(N)=O)C(=O)N[C@@H](CC(=O)O)C(=O)N[C@@H](CCCCN)C(=O)N[C@@H](Cc1ccc(O)cc1)C(=O)N[C@@H](CCC(=O)O)C(=O)N1CCC[C@H]1C(=O)N[C@@H](Cc1ccccc1)C(=O)O
- aGlu spleen mod: 2%
- aGal spleen mod: 5%
C=CCCN(Cc1ccc(OC)cc1)S(=O)(=O)c1ccccc1Br
- aGlu spleen mod: -10%
- aGal spleen mod: 6%
COc1cc(NS(=O)(=O)c2cccc([N+](=O)[O-])c2)c2ncccc2c1
- aGlu spleen mod: -1%
- aGal spleen mod: 6%
CCCC[C@H]1CCCO[C@@](C(=O)NCc2ccc(C)o2)(C(F)(F)F)C1
- aGlu spleen mod: -6%
- aGal spleen mod: 2%
C/C(=C\C(=O)OCCCCCCCCC(=O)O)C[C@@H]1OCC(C[C@H]2O[C@H]2[C@@H](C)[C@H](C)O)[C@@H](O)[C@H]1O (stereo partly drawn)
- aGlu spleen mod: 10%
- aGal spleen mod: 22%
O=c1cc(-c2ccccc2)oc2cc(O)ccc12
- aGlu spleen mod: -4%
- aGal spleen mod: -1%
CC(=O)C1CCC2C3CCC4=CC(=O)CCC4(C)C3CCC12C (stereo not drawn)
- aGlu spleen mod: 10%
- aGal spleen mod: 9%
CCC1(c2ccc(O)cc2)NC(=O)NC1=O (stereo not drawn)
- aGlu spleen mod: 4%
- aGal spleen mod: 6%
CSCC[C@H](NC(=O)[C@H](CC(C)C)NC(=O)CNC(=O)[C@H](Cc1ccc(O)cc1)NC(=O)[C@H](Cc1ccccc1)NC(=O)[C@H](CCC(N)=O)NC(=O)[C@H](CCC(N)=O)NC(=O)[C@@H]1CCCN1C(=O)[C@H](CCCCN)NC(=O)[C@@H]1CCCN1C(=O)[C@@H](N)CCCN=C(N)N)C(N)=O
- aGlu spleen mod: 1%
- aGal spleen mod: -17%

CC(C)C[C@H](NC(=O)[C@H](CO)NC(=O)[C@H](C)NC(=O)[C@H](CCCN=C(N)N)NC(=O)[C@H](CCCN=C(N)N)NC(=O)[C@@H](N)CC(C)C)C(=O)NCC(=O)O
- aGlu spleen mod: 5%
- aGal spleen mod: 4%
OC[C@H]1OC(O)[C@H](O)[C@@H](O)[C@H]1O (stereo partly drawn)
- aGlu spleen mod: 0%
- aGal spleen mod: 5%
COC(=O)C(C(C)C)N1CC(=O)c2ccccc2S1(=O)=O (stereo not drawn)
- aGlu spleen mod: 2%
- aGal spleen mod: 9%
COc1ccc(CN2CCC(=O)c3ccccc3S2(=O)=O)cc1
- aGlu spleen mod: -6%
- aGal spleen mod: -16%
CCC[C@@H]1CCCO[C@@](C(=O)NCc2cc(C)n(C)n2)(C(F)(F)F)C1
- aGlu spleen mod: -3%
- aGal spleen mod: 3%
Cc1noc(C)c1-c1ccc2ncnc(NCc3cccn3C)c2c1
- aGlu spleen mod: 1%
- aGal spleen mod: 6%
CC[C@H](C)[C@H](NC(=O)[C@H](CC(C)C)NC(=O)[C@H](CO)NC(=O)[C@H](CCC(=O)O)NC(=O)[C@H](CC(C)C)NC(=O)[C@H](Cc1ccc(O)cc1)NC(=O)[C@H](CCCCN)NC(=O)[C@H](CCCCN)NC(=O)[C@H](C)NC(=O)[C@H](CO)NC(=O)[C@H](CC(C)C)NC(=O)[C@H](CCC(N)=O)NC(=O)CNC(=O)[C@H](CC(C)C)NC(=O)[C@H](CC(C)C)NC(=O)[C@H](CCCNC(=N)N)NC(=O)[C@H](CO)NC(=O)[C@H](Cc1ccccc1)NC(=O)[C@H](CC(=O)O)NC(=O)[C@H](CO)NC(=O)[C@@H](NC(=O)[C@H](Cc1ccccc1)NC(=O)[C@@H](NC(=O)CNC(=O)[C@H](CC(=O)O)NC(=O)[C@H](C)NC(=O)[C@@H](N)Cc1cnc[nH]1)C(C)C)[C@@H](C)O)C(N)=O
- aGlu spleen mod: 4%
- aGal spleen mod: 5%
O=C(O)c1ccc2c(c1)C(=O)N([C@@H](C(=O)O)C(c1ccccc1)c1ccccc1)C2=O
- aGlu spleen mod: 3%
- aGal spleen mod: 1%
CC1CC=CC2C1C(=O)N(Cc1ccccc1)C2c1ccc2ccccc2c1C=Cc1ccccc1 (stereo not drawn)
- aGlu spleen mod: -3%
- aGal spleen mod: -1%
CN(C)CCC1(c2ccc(Cl)cc2)Cc2ccccc2C(=O)O1 (stereo not drawn)
- aGlu spleen mod: 2%&0%
- aGal spleen mod: -9%&-1%
CC(C)CC1OC(=O)C2=CCCCC21 (stereo not drawn)
- aGlu spleen mod: 1%
- aGal spleen mod: -10%
CC(=O)OCCN1C(=O)c2c(C)nc3ccc(S(=O)(=O)N4CCOCC4)cc3c2C1=O
- aGlu spleen mod: 4%
- aGal spleen mod: 22%
COc1cc(OC)c2ccc(=O)oc2c1C(CC(=O)N1CCCCC1)c1ccc2c(c1)OCO2 (stereo not drawn)
- aGlu spleen mod: 2%
- aGal spleen mod: 2%
CC(C)C[C@H](NC(=O)[C@@H]1CCCN1C(=O)[C@H](CO)NC(=O)[C@H](Cc1ccccc1)NC(=O)CNC(=O)[C@@H]1CCCN1C(=O)[C@@H]1CCCN1C(=O)[C@@H](N)CCCN=C(N)N)C(=O)O
- aGlu spleen mod: 4%
- aGal spleen mod: -8%
Cc1ccc(-c2cc(C3C4C=CCCC4(C)C(=O)N3Cc3ccccc3)ccc2F)cc1 (stereo not drawn)
- aGlu spleen mod: -6%
- aGal spleen mod: 3%
CCCCCCCCCCCCCCCCCCCCCCCCCCCCCC
- aGlu spleen mod: 0%
- aGal spleen mod: -24%
CC1(C)CCC[C@@](C)([C@H]2CC[C@]3(C)[C@@H]2[C@H](O)CC2[C@@]4(C)CC[C@H](O)C(C)(C)[C@@H]4[C@@H](O)C[C@]23C)O1 (stereo partly drawn)
- aGlu spleen mod: 6%
- aGal spleen mod: 2%
CC(=O)Nc1ccc(SCC(CC(C)C)N2CCN(CCc3ccccc3)CCC2=O)cc1 (stereo not drawn)
- aGlu spleen mod: -9%
- aGal spleen mod: 5%
C/C=C\C1=CCCC1Nc1ncnc2ccc(-c3c(C)noc3C)cc12 (stereo not drawn)
- aGlu spleen mod: -1%
- aGal spleen mod: -1%
N=C(N)SCCN=C(N)N
- aGlu spleen mod: -1%
- aGal spleen mod: 8%
CCCC[C@H](NC(=O)[C@H](CC(C)C)NC(=O)CNC(=O)[C@@H](NC(=O)[C@H](Cc1ccccc1)NC(=O)[C@H](CO)NC(=O)[C@@H](N)CC(=O)O)C(C)C)C(N)=O
- aGlu spleen mod: 8%
- aGal spleen mod: 13%

Ordered by number of heavy atoms (falling): some entries from above
NC(N)=NCCC[C@H](N)C(=O)N1CCC[C@H]1C(=O)N1CCC[C@H]1C(=O)NCC(=O)N[C@@H](Cc1ccccc1)C(=O)N[C@@H](CO)C(=O)N1CCC[C@H]1C(=O)N[C@@H](Cc1ccccc1)C(=O)O
- aGlu spleen mod: -1%
- aGal spleen mod: 2%
CC1CC=CC2C1C(=O)N(Cc1ccccc1)C2c1ccc2ccccc2c1C=Cc1ccccc1 (stereo not drawn)
- aGlu spleen mod: -3%
- aGal spleen mod: -1%
CCCCCCCCCCCCCCCCCCCCCCCCCCCCCC
- aGlu spleen mod: 0%
- aGal spleen mod: -24%
CCOc1ccccc1-c1nnc2n1N=C(c1cc(OC)cc(OC)c1)CS2
- aGlu spleen mod: 2%
- aGal spleen mod: 17%
CCOc1ccccc1-c1nnc2n1N=C(c1ccc(OC)cc1)CS2
- aGlu spleen mod: -4%
- aGal spleen mod: 4%
COc1cc(NS(=O)(=O)c2cccc([N+](=O)[O-])c2)c2ncccc2c1
- aGlu spleen mod: -1%
- aGal spleen mod: 6%
OC[C@H]1OC(O)[C@H](O)[C@@H](O)[C@H]1O (stereo partly drawn)
- aGlu spleen mod: 0%
- aGal spleen mod: 5%
N=C(N)SCCN=C(N)N
- aGlu spleen mod: -1%
- aGal spleen mod: 8%

Assay outcomes (PubChem)

Some of the compounds tested; rates above refer to the full screens.
